MPTP block = blocks calcium-induced mitochondrial swelling; isolated mouse mitochondria, Ca2+ swelling absorbance, 30 min; inhibition, % at 10 µM; 1.4% of 360,000 active;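 active means inhibition of 50% or more, scaled per plate between neutral and stimulator controls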;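 further: 0% = DMSO wells given calcium and 100% = 1 mM EGTA wells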
A3G deaminase = APOBEC3G (human) deaminase inhibition | Q9HC16 | recombinant A3G, ssDNA deamination FAM/TAMRA fluorescence | inhibition, % at 20 µM | 0.28% of 330,000 active | AID 493012;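 active means inhibition of at least 40% at 20 µM, with no more than 30% in the related APOBEC3A deaminase screen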;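 further: plate controls were DMSO wells with A3G for no effect and wells lacking A3G enzyme for full effect; some compounds called inactive have numbers as strong as hits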
ATG4B inh = blocks human ATG4B protease cleavage of LC3 substrate. Q9Y4P1. 0.51% of 340,000 active. AID 504462. ATG4B cleavage of LC3-PLA2, NBD-HPC fluorescence, 1 h. inhibition, % at 8.33 µM; in the data active means inhibition above about 40%
Target sequence (Q9Y4P1 whole entry, looked up): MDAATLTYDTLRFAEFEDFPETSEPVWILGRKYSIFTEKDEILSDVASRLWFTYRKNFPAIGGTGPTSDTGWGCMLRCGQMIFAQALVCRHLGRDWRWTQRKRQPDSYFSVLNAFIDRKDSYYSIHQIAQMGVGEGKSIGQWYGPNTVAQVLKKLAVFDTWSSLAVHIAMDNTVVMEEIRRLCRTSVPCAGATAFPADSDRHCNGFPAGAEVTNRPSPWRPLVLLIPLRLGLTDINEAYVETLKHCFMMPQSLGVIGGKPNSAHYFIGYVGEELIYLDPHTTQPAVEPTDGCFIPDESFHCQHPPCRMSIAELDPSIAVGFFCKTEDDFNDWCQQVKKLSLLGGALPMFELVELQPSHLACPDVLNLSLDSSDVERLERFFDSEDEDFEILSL
hIAP act = increases human intestinal alkaline phosphatase activity | purified human IAP, CDP-Star luminescence, 30 min; stronger effect = higher value; 1 = vehicle-only enzyme, 0 = enzyme-free background | P09923 | 0.16% of 330,000 active | activation factor at 10 µM | AID 2524;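 active means activation factor of the enzyme at least 2-fold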; further: the source names both 10 and 20 µM as test concentration; values of inactives mirror those of a sister screen read the other way
Target sequence (P09923 whole entry, looked up): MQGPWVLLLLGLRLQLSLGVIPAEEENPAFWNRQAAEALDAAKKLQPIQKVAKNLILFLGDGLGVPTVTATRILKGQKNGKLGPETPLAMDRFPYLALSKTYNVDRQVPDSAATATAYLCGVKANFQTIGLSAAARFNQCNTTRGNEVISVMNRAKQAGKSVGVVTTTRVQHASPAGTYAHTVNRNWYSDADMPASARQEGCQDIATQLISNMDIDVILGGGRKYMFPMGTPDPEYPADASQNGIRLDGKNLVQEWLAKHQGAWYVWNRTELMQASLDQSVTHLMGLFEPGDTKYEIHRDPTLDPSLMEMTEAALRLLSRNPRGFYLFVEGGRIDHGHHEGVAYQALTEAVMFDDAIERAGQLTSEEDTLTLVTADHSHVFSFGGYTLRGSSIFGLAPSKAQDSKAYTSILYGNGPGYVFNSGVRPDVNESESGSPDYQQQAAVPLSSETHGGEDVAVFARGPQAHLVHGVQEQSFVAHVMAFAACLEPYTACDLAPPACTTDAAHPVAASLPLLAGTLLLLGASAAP
hIAP inh = blocks human intestinal alkaline phosphatase; purified IAP, CDP-Star luminescence, 30 min; 0.12% of 330,000 active; inhibition, % at 10 µM; P09923; AID 2544;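 active means inhibition reaching a set limit with compound at 10 µM in the primary screen, cut at about 35% in these data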;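 further: plate controls were DMSO wells with enzyme for no effect and no-enzyme buffer wells for full effect; values of inactives mirror those of a sister screen read the other way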
mIAP act = mouse IAP activation. activation factor at 10 µM. 0.24% of 330,000 active. muIAP, CDP-Star luminescence, 30 min; stronger effect = higher value; 1 = vehicle-only enzyme signal, 0 = enzyme-free wells;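 active means activation factor of at least 2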; further: the source names both 10 and 20 µM as test concentration; values of inactives mirror those of a sister screen read the other way
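Assay system: mouse IAP enzyme; reagent: chemiluminescent substrate CDP-Star; dosing: test compounds delivered from DMSO solution; schedule: 30 min at room temperature; measured by: luminescence from enzymatic CDP-Star hydrolysis; controls: DMSO-only wells and no-enzyme negative control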
MIN6 prolif = MIN6 beta-cell proliferation induction; 0.29% of 330,000 active; MIN6 cells proliferation, ATPlite luminescence, 48 h; cells starved in 0.2% serum; 100% = growth in 10% serum; proliferation, % at 10 µM; AID 2380;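 active means compounds whose signal lies at least 3.5 SD above the mean of all wells on their plate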;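 further: 0% = DMSO-treated cells in low-serum medium and 100% = 10% serum control; some compounds called inactive have numbers as strong as hits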
APOBEC3A inh = human APOBEC3A DNA deaminase inhibition; inhibition, % at 20 µM; recombinant A3A, FAM/TAMRA ssDNA deamination fluorescence; 0.41% of 330,000 active;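 active means at least 40% inhibition at 20 µM here, with at most 30% in a related deaminase screen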;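 further: plate controls were A3A with DMSO for no effect and wells lacking A3A enzyme for full effect; some results filed as inactive read as strong as hits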
mIAP inh = mouse IAP inhibition; purified mouse IAP, CDP-Star luminescence, 30 min; 0.2% of 330,000 active; inhibition, % at 10 µM; AID 2806;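 active means inhibition of at least 40% at 10 µM in the primary screen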;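 further: plate controls were DMSO with enzyme for no effect and no enzyme wells for full effect; values of inactives mirror those of a sister screen read the other way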
Starred values were filed as active, the others as inactive. Random draw from the library, and some 3.3% of all compounds hit somewhere here.

SMILES	MPTP block	A3G deaminase	ATG4B inh	hIAP act	hIAP inh	mIAP act	MIN6 prolif	APOBEC3A inh	mIAP inh
Cc1ccc(C(=O)OCC(=O)Nc2ccccc2Cl)c(O)c1	1.3	5	-5	0.9	10	1	-1	-3	-4
CCOc1ccc(/C=N/Nc2cc(N3CCOCC3)nc(C)n2)c(O)c1	0.5	-8	3	1.3	-27	0.88	2	-2	12
COc1cc2cc(CCCOC(=O)c3ccc(C(F)(F)F)cc3)oc(=O)c2cc1OC	-0.2	-12	-9	1	-1	1	3	-1	-1
COc1ccc(Cc2noc(CN3CCCN(Cc4ccc(F)cc4)CC3)n2)cc1OC	7.8	-4	-12	1.2	-21	1.1	-1	-3	-6
CCCNC(=O)C/C(C)=N/NC(=O)C(=O)Nc1ccccn1	-1.0	-2	6	1.2	-17	0.97	1	2	2
COc1ccccc1CNC(=O)C(=O)NCC1OCCN1S(=O)(=O)c1ccccc1 (configuration not stated)	-0.2	-7	-6	1.1	-7	0.94	3	-3	6
COc1ccccc1NC(=O)COC(=O)c1ccc([N+](=O)[O-])s1	-1.2	-4	-8	0.94	6	0.87	-4	4	13
COc1ccc(C2NC(=O)CCC2[N+](=O)[O-])c(OC)c1 (configuration not stated)	0.0	6	1	0.98	2	1	-3	0	-2
Cc1ccc(NC(=O)c2cc(=O)[nH]c3ccc(S(=O)(=O)N4CCOCC4)cc23)nc1	0.7	-7	-6	1	-4	1	5	1	-3
O=C(CCC1CCCCC1)NCCS(=O)(=O)N1CCN(c2ccccc2)CC1	-0.4	-10	-1	0.97	2	1	-4	-3	-1
CCc1cc2c3c(c1)C1(C(=O)N3C(C)(C)C=C2C)C(C#N)=C(N)Oc2[nH]c(=O)[nH]c(=O)c21 (configuration not stated)	0.0	-7	-6	1.1	-13	1	-5	0	-3
O=C(/C=C/c1ccc(Cl)cc1Cl)c1cccnc1	2.3	-4	-10	0.98	2	0.87	-4	0	13
Cc1cnc(NC(=O)c2ccccn2)s1	1.2	-5	-1	1.5	-50	0.94	-5	5	6
N[C@@H](Cc1ccccc1)c1nnc(SCc2ccccc2Cl)o1	1.8	-7	16	1.1	-8	1	-2	0	-4
O=C(NNC(=O)c1cccs1)c1ccc(S(=O)(=O)N2CCCCC2)cc1	0.6	-4	-1	1	-4	1.1	-2	-1	-7
O=C(OCc1nc2ccccc2c(=O)[nH]1)c1cccs1	0.2	-5	-8	1.1	-5	0.96	-1	0	4
Cc1ccc(S(=O)(=O)n2nc(C)cc2N)cc1	-1.1	-4	-5	0.89	11	0.98	0	1	2
O=C(O)COc1ccccc1/C=N/NC(=O)c1cccc(S(=O)(=O)N2CCOCC2)c1	-1.7	-3	-12	1.1	-12	0.95	-3	0	5
Cc1cc([N+](=O)[O-])nn1CCCC(=O)Nc1cccc(Cl)c1Cl	3.6	-6	3	1	-4	0.96	-2	7	4
O=C(Cc1cccs1)N(Cc1ccco1)C1(C(=O)NC2CCCCC2)CCCCC1	1.4	-7	-3	0.89	11	0.95	-1	-1	5

Arranged by SMILES length (lowest first): seven of the compounds above
SMILES	MPTP block	A3G deaminase	ATG4B inh	hIAP act	hIAP inh	mIAP act	MIN6 prolif	APOBEC3A inh	mIAP inh
Cc1ccc(S(=O)(=O)n2nc(C)cc2N)cc1	-1.1	-4	-5	0.89	11	0.98	0	1	2
O=C(OCc1nc2ccccc2c(=O)[nH]1)c1cccs1	0.2	-5	-8	1.1	-5	0.96	-1	0	4
N[C@@H](Cc1ccccc1)c1nnc(SCc2ccccc2Cl)o1	1.8	-7	16	1.1	-8	1	-2	0	-4
O=C(NNC(=O)c1cccs1)c1ccc(S(=O)(=O)N2CCCCC2)cc1	0.6	-4	-1	1	-4	1.1	-2	-1	-7
O=C(Cc1cccs1)N(Cc1ccco1)C1(C(=O)NC2CCCCC2)CCCCC1	1.4	-7	-3	0.89	11	0.95	-1	-1	5
O=C(O)COc1ccccc1/C=N/NC(=O)c1cccc(S(=O)(=O)N2CCOCC2)c1	-1.7	-3	-12	1.1	-12	0.95	-3	0	5
CCc1cc2c3c(c1)C1(C(=O)N3C(C)(C)C=C2C)C(C#N)=C(N)Oc2[nH]c(=O)[nH]c(=O)c21 (configuration not stated)	0.0	-7	-6	1.1	-13	1	-5	0	-3

Next part:
SMILES	MPTP block	A3G deaminase	ATG4B inh	hIAP act	hIAP inh	mIAP act	MIN6 prolif	APOBEC3A inh	mIAP inh
O=S(=O)(Cc1ccccc1)Nc1ccccc1	2.2	-6	-3	1.2	-16	0.89	-3	-5	11
Cc1ccc(C(=O)N/C(=C\c2cccc([N+](=O)[O-])c2)C(=O)NCc2ccncc2)cc1	-2.0	-4	5	0.97	3	0.91	0	-1	9
COc1cccc(/C=C(\C#N)c2nc3ccccc3[nH]2)c1OCC(=O)O	-0.1	13	7	1.1	-11	0.93	-4	-3	7
CC(=O)Nc1ccc(C(=O)NNC(=O)Cc2ccccc2)cc1	-0.1	-8	-9	1.1	-6	0.91	-4	-5	9
CN=C1S/C(=C\c2ccc(O)c(Br)c2)C(=O)N1C	1.8	-8	-3	1	-2	0.99	-5	-2	1
COc1ccc(OCCC(=O)Nc2ccc(S(N)(=O)=O)cc2)cc1	0.7	-1	-9	0.98	2	0.95	4	1	5
CN(C(=O)COC(=O)C1CCN(S(=O)(=O)c2ccc3c(c2)OCCO3)CC1)C1CCS(=O)(=O)C1 (configuration not stated)	0.7	-1	-2	0.91	9	1	1	0	-2
CC(C)(C)OC(=O)[C@H](NC(=O)OCc1ccccc1)c1ccccc1	4.1	-9	19	0.89	11	1.1	-1	-2	-14
CCCNC(=O)CS(=O)Cc1nc(-c2ccccc2C)oc1C (configuration not stated)	-0.3	3	-3	1.2	-18	0.86	2	0	14
CC(C)CCN1C(=O)c2ccc(C(=O)Nc3cc(C(=O)O)cc(C(=O)O)c3)cc2C1=O	-0.5	-3	-6	0.88	12	0.95	0	-1	4

Profiles, quoted from the list. Values in the order: MPTP block | A3G deaminase | ATG4B inh | hIAP act | hIAP inh | mIAP act | MIN6 prolif | APOBEC3A inh | mIAP inh
`CN(C(=O)COC(=O)C1CCN(S(=O)(=O)c2ccc3c(c2)OCCO3)CC1)C1CCS(=O)(=O)C1` (configuration not stated) as listed: 0.7 | -1 | -2 | 0.91 | 9 | 1 | 1 | 0 | -2
`CN=C1S/C(=C\c2ccc(O)c(Br)c2)C(=O)N1C` as listed: 1.8 | -8 | -3 | 1 | -2 | 0.99 | -5 | -2 | 1

New compounds follow:
SMILES	MPTP block	A3G deaminase	ATG4B inh	hIAP act	hIAP inh	mIAP act	MIN6 prolif	APOBEC3A inh	mIAP inh
CS(=O)(=O)N1CCc2cc(C(=O)Nc3ccc(O)cc3)ccc21	-1.4	-6	-5	0.66	34	0.89	-1	-2	11
CCOC(=O)c1c(-c2ccccc2)csc1NC(=O)CSc1nncs1	6.8	-8	6	1	-2	0.98	0	2	2
CCSc1nc2c(c(=O)[nH]1)C(c1cccnc1)C(C(=O)OC)=C(C)N2 (configuration not stated)	-1.7	-4	-5	1.3	-35	1.2	0	-4	-18
Cn1c(=O)[nH]c(NCCc2ccc(O)cc2)c([N+](=O)[O-])c1=O	3.4	-3	-1	1	0	1	3	-1	-3
O=C(Cn1nnc(-c2ccc(F)cc2)n1)OCC(=O)c1ccccc1	1.0	-6	3	1.1	-7	1	-1	0	-2
Cc1ccc(NC(=O)CSc2nnc(C3CC3)n2CC2CCCO2)c(C)c1 (configuration not stated)	-2.9	3	-20	0.98	2	0.98	-1	0	2
O=C(Cn1cc2c(n1)CCCC2)NCc1ccccn1	-2.6	-3	4	0.87	13	1.1	2	0	-6
CCCN1CCN(C(=O)C2CCCN(c3ncnc4c3nc3n4CCCCC3)C2)CC1 (configuration not stated)	-1.0	0	-3	1.1	-6	1	-1	-4	-3
CNC(=O)c1ccc(CN(C)CC(=O)Nc2ccccc2C(=O)NC2CC2)cc1	-1.6	-7	-11	1.1	-7	1.2	0	8	-17
O=C(NN=C1CCCCCC1)c1ccncc1	0.6	-5	-8	0.97	3	0.94	-3	-2	6
O=C(Cn1cc(/C=N/O)c2ccccc21)N1CCOCC1	-0.8	0	-13	0.85	15	1	0	-1	-3
CCOCCCNc1nc2c([nH]1)c(=O)n(C)c(=O)n2C	0.0	4	11	0.99	1	1.1	-5	-3	-6
COc1cccc(NC(=O)COc2coc(CN3CCN(c4ccccc4)CC3)cc2=O)c1	0.0	-6	-4	1.2	-16	1.1	-2	-2	-8
CCCC(=O)Nc1cccc(NC(=O)c2ccc3c(c2)OCO3)c1	-0.6	-4	-12	1.1	-9	1	-2	-4	-2
CCN(c1cccc(C)c1)S(=O)(=O)c1ccc2c(c1)NC(=O)CCS2	-0.5	-5	4	1.1	-13	1.1	2	-3	-6
O=C(N1CCCCCC1)n1c(Cc2ccccc2)nc2ccccc21	-2.4	-4	0	1	-3	0.95	1	-5	4
Cn1cnnc1SC1c2cccc3cccc(c23)C1NS(=O)(=O)c1ccc(Cl)cc1 (configuration not stated)	2.3	-3	-7	1.1	-11	0.97	1	1	3
Cc1nnc(C)n1N	-0.1	0	-9	1.1	-8	1.1	-2	-1	-7
CC1CCCN(CCCOc2ccc(Br)cc2Cl)C1 (configuration not stated)	13	-6	2	1.1	-7	0.94	-4	2	6
CN(C)/C=C1\Oc2ccc3ccccc3c2C1=O	1.0	4	-9	0.88	12	1.1	-4	-1	-9
COc1ccccc1CNC(=O)C(NS(=O)(=O)c1cccc2nsnc12)C(C)C (configuration not stated)	-0.8	-7	5	1.2	-19	1.1	-3	-9	-6
CCN(c1ccccc1)S(=O)(=O)c1cc(NC(=O)CSc2n[nH]c(=O)[nH]c2=O)ccc1Cl	3.4	-3	-11	1.1	-14	0.97	-4	1	3
O=C(c1cc(-c2ccccc2)nc2ccccc12)N1N=C(C(F)F)CC1(O)C(F)F (configuration not stated)	6.9	-3	-2	0.8	20	0.9	0	-1	10
Cc1ccc(CN2CCSc3sccc3C2=O)cc1	0.5	-3	4	0.96	4	0.99	-1	1	1

Screening results: PubChem BioAssay, Sanford-Burnham Center for Chemical Genomics
